# Pf gametocyte – late stage P. falciparum gametocyte viability inhibitors, primary screen, ATP luminescence, HTS | 150,000 tested, 0.065% active | AID 743093, 2013 | inhibition, % at 10.9 µM | P. falciparum stage V gametocytes, 24 h;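 active = inhibition above the mean plus 3 SD of compounds within the control limits, set per campaign, cut at about 38% in these data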;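 also: 0% = DMSO wells and 100% = medium only without gametocytes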
# Rab2A wt mod – modulators of GTP binding to Rab2A wildtype, primary screen, biochemical, dog, bead-based flow cytometry, multiplex; Ras-related protein Rab-2A (Canis lupus familiaris), P61105; GTP binding activity, % at 10 µM; 190,000 tested, 0.19% active; GST-Rab2 wt beads, Bodipy-GTP binding;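 active = GTP binding activity at least 20 points away from 100%, either lowered or raised; inconclusive = signal likely due to the compound's own green fluorescence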;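 also: 0% = beads with excess unlabeled GTP and 100% = no-compound control corrected for plate trend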
# Mcl1-Noxa inh – Mcl-1/Noxa binding inhibitors, primary screen, biochemical, TR-FRET, 1536-well. Induced myeloid leukemia cell differentiation protein Mcl-1 (Homo sapiens), Q07820. inhibition, % at 21.7 µM. 220,000 tested, 1.5% active. TR-FRET Mcl-1/Noxa peptide binding, 2 h;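 active = compounds that cut the protein-peptide binding signal by more than 50% relative to plate controls in a single-dose test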;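 also: His-tagged Mcl-1 with rhodamine Noxa BH3 peptide and terbium anti-His antibody; 0% = Mcl-1 plus Noxa peptide wells and 100% = peptide-only wells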
# Target sequence (Q07820 whole entry, looked up): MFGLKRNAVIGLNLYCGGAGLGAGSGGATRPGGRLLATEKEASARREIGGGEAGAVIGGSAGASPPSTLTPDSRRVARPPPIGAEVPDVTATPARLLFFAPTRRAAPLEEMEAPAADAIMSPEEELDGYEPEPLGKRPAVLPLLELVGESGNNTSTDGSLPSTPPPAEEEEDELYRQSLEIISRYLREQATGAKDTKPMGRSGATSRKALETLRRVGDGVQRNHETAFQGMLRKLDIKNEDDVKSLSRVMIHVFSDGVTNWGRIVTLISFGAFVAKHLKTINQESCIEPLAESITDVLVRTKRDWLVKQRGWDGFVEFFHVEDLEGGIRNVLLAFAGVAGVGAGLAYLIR
# Rac1 wt GTP bind – wildtype Rac1 GTP binding modulators, primary screen, biochemical, GST-Rac1 beads, flow cytometry, multiplex; AID 757, 2007; fluorescent GTP binding; actives lie on both sides; 0 = cold GTP competed, 100 = untreated; 190,000 tested, 0.27% active; GTP binding activity (% of control), % at 10 µM; Ras-related C3 botulinum toxin substrate 1 (Homo sapiens), P63000;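 active = GTP binding activity at least 20 points away from the 100% control level, either lower or higher; inconclusive = compound flagged as likely green fluorescent, judged across all proteins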
# Rac1 mut GTP – GTP binding modulators of activated mutant Rac1, primary screen, biochemical, bead-based flow cytometry, multiplex, fluorescent GTP | Ras-related C3 botulinum toxin substrate 1 (Homo sapiens), P63000 | GST-Rac1 activated beads; actives lie on both sides; 100% means binding = to untreated wells | percent activity (GTP binding), % at 10 µM | 190,000 tested, 0.11% active;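 active = GTP binding at least 20 percentage points away from the 100% baseline, in either direction, so actives lie on both sides; inconclusive = Compound likely fluorescent itself, or too few beads counted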
# Bim-Mcl-1 – inhibitors of Bim peptide binding to Mcl-1, primary screen, biochemical, bead-based flow cytometry, multiplex. Bim peptide-Mcl-1 binding. inhibition, % at 10 µM. 190,000 tested, 0.1% active. AID 1009, 2008; in the data active = inhibition above about 40%;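 also: 0% = no compound tracer wells and 100% = peptide blocker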
# Mcl1-Bid inh – Mcl-1/Bid binding inhibitors, primary screen, biochemical, TR-FRET, 1536-well; TR-FRET Mcl-1/Bid-Dy647 peptide binding; inhibition, % at 21.7 µM; 220,000 tested, 0.97% active; AID 1021, 2008;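 active = compounds that cut the binding signal by more than half at the single screening dose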;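 also: His-tagged Mcl-1 with europium anti-His antibody binding Bid BH3 peptide; 0% = Mcl-1 plus peptide wells and 100% = peptide-only wells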
# Rab7 wt modul – modulators of GTP binding to Rab7, primary screen, biochemical, wildtype, multiplex bead flow cytometry. Rab7 GTPase wild type (dog), Bodipy-FL-GTP binding. GST-Rab7 beads, fluorescent GTP binding; actives lie on both sides; untreated = 100%, excess cold GTP = 0%. GTP binding activity (percent of control), % at 10 µM. 190,000 tested, 0.055% active. AID 758, 2007;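 active = fluorescent GTP binding to Rab7 beads changed by at least 20 points from the 100% baseline, either direction, mostly lower; inconclusive = compound itself probably fluorescent, or too few beads counted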;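 also: median green fluorescence of bound Bodipy-FL-GTP per Rab7 bead population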
# RGS8-Gao – RGS8-Galphao binding modulators, primary screen, biochemical, multiplexed bead flow cytometry. actives lie on both sides. Guanine nucleotide-binding protein G(o) subunit alpha (Homo sapiens), P09471. response (percent of control binding), % at 10 µM. AID 1423, 2008. 220,000 tested, 0.34% active; in the data active = response below about 60% or above about 140%; inactive = in between;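 also: Galphao activated as the GDP aluminium fluoride complex binding bead-coupled RGS8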
# Target sequence (P09471 whole entry, looked up): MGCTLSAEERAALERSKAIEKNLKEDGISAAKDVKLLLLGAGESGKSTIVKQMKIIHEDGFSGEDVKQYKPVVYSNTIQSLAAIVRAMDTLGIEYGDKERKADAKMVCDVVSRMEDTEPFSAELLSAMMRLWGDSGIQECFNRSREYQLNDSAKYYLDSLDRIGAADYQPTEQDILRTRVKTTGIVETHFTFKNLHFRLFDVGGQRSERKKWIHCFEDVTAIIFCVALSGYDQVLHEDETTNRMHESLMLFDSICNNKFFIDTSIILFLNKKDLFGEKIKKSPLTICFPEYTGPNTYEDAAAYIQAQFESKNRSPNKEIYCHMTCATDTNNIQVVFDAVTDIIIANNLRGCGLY
# Cdc42 wt – modulators of GTP binding to wildtype Cdc42, primary screen, biochemical, multiplex bead flow cytometry, Bodipy-GTP; Cell division control protein 42 homolog (Homo sapiens), P60953; GST-Cdc42 beads; actives lie on both sides; percent activity (GTP binding), % at 10 µM; 190,000 tested, 0.2% active;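 active = percent activity GTP binding at least 20 points away from the 100% baseline, either down as inhibitor or up as activator; inconclusive = compound flagged as likely green fluorescent from well-wide comparison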;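 also: median bead fluorescence of bound Bodipy-FL-GTP at 100 nM; 0% = excess unlabeled GTP control and 100% = no compound control; below 100% means less GTP binding so inhibitor and above means activator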
# Target sequence (P60953 whole entry, looked up): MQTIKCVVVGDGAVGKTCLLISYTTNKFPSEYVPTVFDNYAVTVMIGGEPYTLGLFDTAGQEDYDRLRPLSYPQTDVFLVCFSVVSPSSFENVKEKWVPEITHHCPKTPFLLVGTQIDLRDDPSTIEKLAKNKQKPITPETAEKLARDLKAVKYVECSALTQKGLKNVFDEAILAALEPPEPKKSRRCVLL
# HRas wt GTP bind – modulators of GTP binding to HRas wildtype, primary screen, biochemical, bead-based flow cytometry, multiplex; GST-Ras wt beads, Bodipy-FL-GTP binding; actives lie on both sides; AID 759, 2007; 190,000 tested, 0.14% active; GTP binding activity, % at 10 µM; GTPase HRas (Homo sapiens), P01112;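 active = GTP binding activity at least 20% away from the 100% baseline, either lowered as inhibitor or raised as activator; inconclusive = flagged as likely green fluorescent, judged across all proteins in the well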;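 also: 0% = unlabeled GTP competition control and 100% = no-compound control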
# Target sequence (P01112 whole entry, looked up): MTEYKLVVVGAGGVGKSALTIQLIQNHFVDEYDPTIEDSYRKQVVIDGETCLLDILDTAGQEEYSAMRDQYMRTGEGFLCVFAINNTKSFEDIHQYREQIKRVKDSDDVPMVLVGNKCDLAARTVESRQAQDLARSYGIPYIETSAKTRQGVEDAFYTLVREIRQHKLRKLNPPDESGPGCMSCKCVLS
# Active calls of the source: *; u = inconclusive; x = not tested or not shown. Outcome played no part in choosing rows (roughly 2.9% active in at least one column).
SMILES,Pf gametocyte,Rab2A wt mod,Mcl1-Noxa inh,Rac1 wt GTP bind,Rac1 mut GTP,Bim-Mcl-1,Mcl1-Bid inh,Rab7 wt modul,RGS8-Gao,Cdc42 wt,HRas wt GTP bind
CCOC(=O)Cn1c(=NC(=O)c2nc3ccccc3s2)sc2cc(S(N)(=O)=O)ccc21,-5,99,-29,102,100,-1,-95,99,99,99,99
COc1ccc(C(=O)Nc2cc(C(=O)O)cc(C(=O)O)c2)cc1Cl,-13,96,19,99,95,1,1,97,106,95,97
CCOC(=O)c1cc(C(=O)Nc2cccc(C)c2)nn1C,x,97,-1,100,97,-2,-21,97,102,99,99
CC(C)C1C(C#N)=C(N)SC(N)=C1C#N,1,101,8,98,96,-3,-49,101,80,96,98
CCN(c1ccc(NC(=O)COC(=O)c2ccc3ccccc3n2)cc1)C(C)C,-24,101,41,104,100,-3,-32,101,101,102,103
CCN(CC)c1ccc(/C=N/N2CCOCC2)cc1,x,96,23,98,97,0,-43,95,103,95,95
CCn1c(SCC(=O)N2CCc3ccccc32)nnc1-c1ccco1,x,106,14,103,98,-5,-12,105,101,101,103
O=C(Oc1ccc(N2C(=O)CCC2=O)cc1)c1ccco1,16,97,2,101,99,-1,-11,95,104,99,98
NC(=O)c1oc2ccccc2c1NC(=O)CCc1ccccc1,x,102,1,106,99,-3,-13,99,103,103,102
Nc1ccc(-n2nncc2-c2ccccc2)cc1,x,99,-16,102,100,-24,-18,102,85,100,101
Cc1ccccc1Nc1nc(N)nc(CSc2ccccc2)n1,7,99,7,101,99,-3,-14,98,103,99,100
COC(=O)c1c(-c2ccc(C)cc2)csc1NC(=S)NC(=O)c1ccc(F)cc1,x,99,9,104,103,-2,-12,98,102,105,103
CC(C)CC(C(=O)N1CCOCC1)N1Cc2ccccc2C1=O (stereo not given),x,100,-4,101,94,-2,-1,98,101,98,99
CN(C)c1cccc(C(=O)OCC(=O)Nc2ccccc2Sc2ccccc2)c1,6,99,-6,104,103,-2,-24,101,102,102,100
COCCCNC(=S)Nc1ccccc1[N+](=O)[O-],4,97,7,97,96,-1,-32,96,101,97,98

# Whole records from above:
# `NC(=O)c1oc2ccccc2c1NC(=O)CCc1ccccc1` reads Pf gametocyte: x; Rab2A wt mod: 102; Mcl1-Noxa inh: 1; Rac1 wt GTP bind: 106; Rac1 mut GTP: 99; Bim-Mcl-1: -3; Mcl1-Bid inh: -13; Rab7 wt modul: 99; RGS8-Gao: 103; Cdc42 wt: 103; HRas wt GTP bind: 102
# `CCOC(=O)c1cc(C(=O)Nc2cccc(C)c2)nn1C` reads Pf gametocyte: x; Rab2A wt mod: 97; Mcl1-Noxa inh: -1; Rac1 wt GTP bind: 100; Rac1 mut GTP: 97; Bim-Mcl-1: -2; Mcl1-Bid inh: -21; Rab7 wt modul: 97; RGS8-Gao: 102; Cdc42 wt: 99; HRas wt GTP bind: 99

# The list continues.
SMILES,Pf gametocyte,Rab2A wt mod,Mcl1-Noxa inh,Rac1 wt GTP bind,Rac1 mut GTP,Bim-Mcl-1,Mcl1-Bid inh,Rab7 wt modul,RGS8-Gao,Cdc42 wt,HRas wt GTP bind
CC(O)CN=c1cc(-c2ccccc2)oc2ccc(Cl)cc12 (stereo not given),x,102,31,100,99,-1,10,103,118,100,101
C#CC1CN(Cc2ccccc2)CC(C#C)N1C (stereo not given),x,u,20,u,u,0,9,u,97,u,u
CC(C(=O)N1CCN(Cc2ccc3c(c2)OCO3)CC1)c1ccc([N+](=O)[O-])cc1 (stereo not given),-5,96,7,99,95,-1,-25,96,100,99,97
CC(NC(=O)CCc1nnc(C2(c3ccc(Cl)cc3)CCC2)o1)C1CC1 (stereo not given),-8,96,7,97,95,-1,-6,95,97,96,96
CCOC(=O)NC(=O)/C(C#N)=N\Nc1ccc(Cl)cc1,31,95,14,99,96,2,-58,95,93,98,97
CSc1nc2ncc(C#N)cn2n1,-20,96,16,100,97,0,-11,95,98,96,96
Fc1cccc(F)c1/C=N/Nc1ccccn1,19,96,7,96,93,1,-30,97,98,95,95
O=c1cc(-c2ccccc2)oc2cc(OCc3ccccc3)cc(O)c12,-15,100,10,99,98,1,-15,100,101,100,99
COc1cc(NC(=O)CN2CCC(C(N)=O)(N3CCCCC3)CC2)c(OC)cc1Cl,-8,97,1,93,95,0,-22,104,100,91,96
COc1cccc(C2CC(c3ccc(C(C)C)cc3)n3nc(N)nc3N2)c1 (stereo not given),x,95,-1,98,98,0,-18,100,105,96,98
CCOC(=O)C1=C(C)N=C(SC)N(C)C1c1ccccc1 (stereo not given),4,109,-9,107,104,-1,-58,105,100,111,109
COc1ccc(/C=N/NC(=O)C(Cc2c[nH]c3ccccc23)NC(=O)OCC(C)C)cc1[N+](=O)[O-] (stereo not given),12,95,-4,100,93,0,-52,96,98,98,100
Cc1occc1-c1nnc(SCC(=O)N2CCOCC2)o1,x,99,-1,101,98,0,5,100,102,101,100
CCOC(=O)N1CCN(C(=S)NC(=O)C23CC4CC(CC(C4)C2)C3)CC1,3,95,28,96,96,0,-27,94,101,92,94
CCN(CC)CC(=O)Nc1ccc2c(c1)N(C(=O)CN(CC)CC)c1ccccc1CC2,-3,97,13,100,99,3,13,98,103,100,98
c1ccc2c(c1)[nH]c1c(N3CCN(C4CCCCC4)CC3)ncnc12,x,102,31,105,98,-4,-27,106,101,102,101
Cc1cc(SCC(=O)NC(=O)NCc2ccco2)nc2ccccc12,5,101,19,106,99,0,-38,99,99,103,102
Oc1c(CN2CCCCC2)cc(Br)c2cccnc12,x,102,-76,99,95,-1,-122,106,107,100,104
CCOc1ccc(C2CC(=O)c3c([nH]c(C(=O)OC)c3C)C2)cc1OC (stereo not given),-23,99,-11,102,100,-3,13,99,100,101,100
Cc1cc(NC(=O)CSc2cn(CCNC(=O)c3ccc(Cl)cc3)c3ccccc23)no1,x,100,8,104,101,0,5,100,99,101,99
CCCCC(CCC(=O)NNC(=O)Cc1ccccc1)C(=O)O (stereo not given),5,96,20,99,99,1,5,99,90,98,97
COc1ccc(NC(=O)Cn2nnc(C(=O)NCc3cccc(OC)c3)c2N)cc1,3,104,14,102,100,-2,-8,97,103,105,103
CC1CC(C)CN(C(=O)c2ccc(C#N)cc2)C1 (stereo not given),15,100,4,98,95,-10,8,98,100,96,97
COCCNC(=O)CCc1nc(-c2ccccc2)no1,6,96,15,98,95,3,-3,98,103,98,96
COc1ccccc1-c1c(C)[nH]n2c(=O)c(Cc3ccccc3)c(C)nc12,-3,96,14,98,95,-8,-24,94,100,100,95
CCOc1ccc(NS(=O)(=O)N(C)C)cc1,x,96,0,100,97,-3,-22,96,98,98,99
CC(C)=CCN1CCN(CC#Cc2ccccc2)CC1CCO (stereo not given),9,97,-2,97,95,-1,-4,94,104,99,95
CC(Sc1nnc(COc2ccc3ccccc3c2)n1C)C(=O)O (stereo not given),-6,100,3,100,97,1,-29,97,102,102,101
Cc1cc(C(=O)CN2C(=O)C3CC=CCC3C2=O)c(C)n1-c1ccccc1 (stereo not given),-9,97,-11,95,95,-1,-29,93,100,98,97
CC1=C(C(=O)c2ccccc2)C(c2ccc(OC(F)F)cc2)NC(=S)N1 (stereo not given),0,100,1,98,96,-1,-57,104,99,99,99
COc1ccc(OC)c(C2CC(=O)Nc3cc(OC)c(OC)c(OC)c32)c1 (stereo not given),-2,103,-6,103,100,-3,-15,102,96,103,103
COc1ccccc1NS(=O)(=O)c1cc(NC(=O)C2CC2)ccc1N1CCOCC1,x,100,9,101,95,-1,-19,105,102,101,97
COC(=O)CNc1c(-c2ccccn2)nc2ccc(Br)cn12,-11,99,-5,98,99,0,-59,100,102,97,100
CN(c1ccccc1)S(=O)(=O)c1cccc(NC(=O)CCN2C(=O)C3CCCCC3C2=O)c1 (stereo not given),6,94,20,97,96,-3,-19,95,97,94,97
O=C(O)CC(c1cccc(C(F)(F)F)c1)N1CCS(=O)(=O)CC1 (stereo not given),12,94,11,95,93,-1,-17,97,99,94,97
Cc1c2c(nc3nc4ccccc4n13)CC(C)(C)CC2=O,-47,99,-1,100,99,-1,3,101,101,101,102
Cc1ccc(C(=O)NC(=S)Nc2c(C)ccc3nsnc23)cc1,-1,101,29,106,97,-5,1,105,99,101,101
CC(=O)NCCNc1ccc([N+](=O)[O-])cn1,-10,103,10,107,102,-2,-1,99,95,101,103
COc1ccc2c(c1)nc(SCC(=O)c1ccc(Br)s1)n2C,x,104,20,101,100,-1,0,103,99,101,102
CCCN(Cc1cc2ccc(C)cc2[nH]c1=O)S(=O)(=O)c1ccccc1,x,100,8,105,99,-6,-4,102,100,102,101
c1ccc(-c2cn3nc(-c4ccccc4)c(-c4ccccc4)nc3n2)cc1,6,93,0,97,92,12,-5,98,100,95,93
Cc1cc(C)cc(NC(=O)C(NCCN2CCOCC2)c2ccccc2)c1 (stereo not given),15,99,6,100,97,3,40,99,94,98,99
Cc1c(C(=O)Nc2ccncc2)sc2nc(-c3ccc(F)cc3)cn12,x,99,-25,105,102,-4,4,102,97,106,102
O=C(NCc1cccs1)C1CCCCC1,-30,103,2,111,101,0,-8,106,104,105,107
COC(=O)C(C(=O)NCC1CCCO1)C1CCCC1 (stereo not given),-17,98,1,100,97,-1,-1,99,102,97,99
CCC1CSC(Nc2ccc(C(=O)/C=C/c3cccc(C)c3)cc2)=N1 (stereo not given),-12,95,85*,96,94,0,26,96,106,98,93
Cc1ccc(S(=O)(=O)NC(C(=O)O)c2ccccc2)cc1 (stereo not given),0,99,14,98,97,3,-19,103,102,97,99
CC(=O)Nc1ccc(S(=O)(=O)NCC(=O)OCC(=O)NC(=O)C2CCCCC2)cc1,x,99,11,103,97,-2,-37,99,100,100,98
CCC(C)N=Cc1c(NCc2ccco2)nc2c(C)cccn2c1=O (stereo not given),16,104,11,106,100,-3,-18,105,101,100,102
CC(C)N(Cc1nccn1C)C(=O)c1cc(COc2ccc3ncccc3c2)on1,-14,98,-15,96,92,-1,0,105,101,95,97

# Source: PubChem (several laboratories)
